PPARg SRC2 recr: agonists of PPARg-SRC-2 recruitment, primary screen, biochemical, HTS. PPARgamma LBD-SRC-2 recruitment. activation, % at 8 µM. 200,000 tested, 0.34% active. AID 1032, 2008; in the data active means activation above about 22%;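 further: 0% = vehicle and 100% = reference agonist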
Target sequence (P37231 whole entry, looked up, the tested form may be a part): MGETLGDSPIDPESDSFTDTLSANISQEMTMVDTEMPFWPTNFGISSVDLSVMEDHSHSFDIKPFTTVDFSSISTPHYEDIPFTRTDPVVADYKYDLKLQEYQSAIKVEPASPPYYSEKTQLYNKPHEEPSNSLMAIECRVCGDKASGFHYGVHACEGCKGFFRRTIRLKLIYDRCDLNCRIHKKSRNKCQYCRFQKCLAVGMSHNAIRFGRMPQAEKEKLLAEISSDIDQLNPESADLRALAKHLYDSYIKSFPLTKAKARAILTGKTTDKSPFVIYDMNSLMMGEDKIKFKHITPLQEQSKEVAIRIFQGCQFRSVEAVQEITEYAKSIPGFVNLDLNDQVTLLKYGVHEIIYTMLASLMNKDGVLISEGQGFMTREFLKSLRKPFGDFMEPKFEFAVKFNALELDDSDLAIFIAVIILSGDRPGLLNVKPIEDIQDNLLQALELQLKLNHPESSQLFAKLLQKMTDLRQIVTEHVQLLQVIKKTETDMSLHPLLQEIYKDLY
STAT3 act: IL-6 driven STAT3 reporter potentiators, primary screen, U3A cells, luciferase, luminescence, MLSCN library; activation (% of control), % at 5.6 µM; IL-6 STAT3-luciferase reporter; 100% = signal with IL-6 EC80 alone; 190,000 tested, 0.91% active;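 active means activation above the screen-wide mean of compound activation plus 3 SD, cut at about 130% in these data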;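 further: 0% = background luminescence of wells with medium and substrate only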
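Material: human STAT1-deficient U3A cells with stable STAT3-luciferase reporter / Probe or stimulus: IL-6 stimulus at 33 ng/mL final / Schedule: 1 h compound pre-exposure, 6 h IL-6 stimulation, 37 °C / Technique: luminescence / Read-out basis: percent of IL-6-only median luminescence / Control set: IL-6-only high control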
S1P3 antag: S1P3 receptor antagonists, primary screen, cell-based; Sphingosine 1-phosphate receptor 3 (Homo sapiens), Q99500; CHO S1P3 NFAT-BLA reporter, FRET fluorescence, antagonist mode; inhibition, % at 4.98 µM; 170,000 tested, 0.27% active;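 active means inhibition above the plate cutoff, the mean inhibition of test wells on that plate plus 3 SD, cut at about 28% in these data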;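 further: cells challenged with S1P at its EC80 of 0.8 µM; blue over green emission ratio from cleaved BLA substrate after 4 h stimulation; 0% = S1P-stimulated wells and 100% = unstimulated DMSO-only wells; some compounds past the cut are filed as inactive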
Target sequence (Q99500 whole entry, looked up): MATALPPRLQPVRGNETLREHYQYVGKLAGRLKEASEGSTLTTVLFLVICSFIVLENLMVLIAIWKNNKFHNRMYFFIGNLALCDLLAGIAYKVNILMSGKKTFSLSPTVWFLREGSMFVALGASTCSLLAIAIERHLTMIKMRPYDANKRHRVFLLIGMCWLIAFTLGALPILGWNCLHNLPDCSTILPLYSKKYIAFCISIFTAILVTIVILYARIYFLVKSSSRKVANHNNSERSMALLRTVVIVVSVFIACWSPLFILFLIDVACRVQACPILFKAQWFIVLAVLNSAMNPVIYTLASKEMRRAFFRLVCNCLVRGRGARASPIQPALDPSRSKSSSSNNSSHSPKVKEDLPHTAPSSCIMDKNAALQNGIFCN
STAT1 blocker: STAT1 signaling inhibitors, primary screen, cell-based, HTS, luciferase reporter; NIH 3T3 STAT1-luciferase reporter, IFN-gamma, luminescence; inhibition, % at 5.5 µM; 200,000 tested, 0.35% active; AID 920, 2007;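 active means inhibition above a set limit, the mean inhibition across all tested compounds plus 3 SD, cut at about 34% in these data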;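 further: 0% = IFN-gamma with DMSO and 100% = IFN-gamma with 300 µM nifuroxazide; values of inactives mirror those of a sister screen read the other way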
RAM network inh: inhibitors of the yeast RAM network, primary screen, dse1pr::URA3 reporter, 5-FOA selection. S. cerevisiae dse1pr::URA3 reporter, 5-FOA growth OD615, 2 d; analog-sensitive cbk1-as2 kinase mutant strain. inhibition, % at 50 µM. 190,000 tested, 1.8% active;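 active means inhibition above a set limit, 3 SD over mean compound inhibition, cut at about 8.4% in these data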;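 further: 0% = DMSO-only wells with no growth and 100% = 10 µM 1-NA-PP1 full growth; inhibition rescues growth on 5-FOA so higher OD means more RAM inhibition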
SRC2 TRFRET art: TR-FRET signal artefacts, primary screen, artefact control for PPARgamma SRC-2 agonist project, biochemical. TR-FRET ratio at 8 µM. 200,000 tested, 0.4% active. AID 1049, 2008. TR-FRET artefact counter-screen; hits give high values; in the data active means TR-FRET ratio above about 2000; further: inactives centre near 1500
PPARg SRC1 recr: PPARgamma agonists recruiting SRC-1 coactivator, primary screen, biochemical. Peroxisome proliferator-activated receptor gamma (Homo sapiens), P37231. PPARgamma-SRC-1 coactivator recruitment biochemical assay. activation, % at 8 µM. 200,000 tested, 0.41% active. AID 631, 2007; in the data active means activation above about 19%;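 further: 0% = DMSO and 100% = reference agonist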
ROMK primary: ROMK potassium channel modulators, primary screen, cell-based, thallium flux, MLSMR library. Tet-inducible ROMK, thallium flux fluorescence; actives lie on both sides. B-score at 10 µM. 130,000 tested, 2% active. ATP-sensitive inward rectifier potassium channel 1 (Homo sapiens), P48048;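 active means signal ratio slope over the read window, or its plate-corrected B-score, at least 3 SD from the plate mean, either direction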;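 further: B-score of the F/F0 ratio slope over 7 to 12 s after thallium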
STAT3 inh: IL-6 driven STAT3 reporter inhibitors, primary screen, U3A cells, luciferase, luminescence, MLSCN library. IL-6 STAT3-luciferase reporter; host cell line lacks STAT1. inhibition, % at 5.5 µM. 190,000 tested, 0.89% active;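 active means inhibition above the mean inhibition across all screened compounds plus 3 SD, cut at about 44% in these data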;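 further: 0% = DMSO only wells and 100% = 100 µM nifuroxazide control wells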
TLR4 MyD88 comp: inhibitors of TLR4-MyD88 association in cells, primary screen, cell-based, HeLa CL3-4, BLA complementation, FRET ratio; Toll-like receptor 4 (Homo sapiens) + Myeloid differentiation primary response protein …; AID 861, 2007; HeLa CL3-4 TLR4/MyD88 BLA complementation; inhibition, % at 8.4 µM; 200,000 tested, 0.18% active; in the data active means inhibition above about 25%;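 further: 0% = vehicle and 100% = reference inhibitor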
PPARg SRC3 recr: PPARgamma agonists recruiting SRC-3 coactivator, primary screen, biochemical; Peroxisome proliferator-activated receptor gamma (Homo sapiens), P37231; 200,000 tested, 0.26% active; AID 731, 2007; activation, % at 8 µM; biochemical PPARgamma/SRC-3 coactivator recruitment assay; in the data active means activation above about 23%;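 further: 0% = DMSO and 100% = reference agonist; some compounds past the cut are filed as inactive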
Active calls of the source: *; · = not tested or not shown.

compound	S1P3 antag	TLR4 MyD88 comp	PPARg SRC3 recr	PPARg SRC1 recr	STAT3 inh	PPARg SRC2 recr	RAM network inh	STAT3 act	STAT1 blocker	SRC2 TRFRET art	ROMK primary
O=C(Cn1cnc2c(cnn2-c2ccc(F)cc2)c1=O)NCc1ccco1	-38.1	-7.2	11.2	-0.4	9.6	-1.8	2.5	95.2	9.1	1457	1.21
C/C(CC(=O)NCC(C)C)=N\NC(=O)COc1cc(C)c(Br)cc1Br	5.0	9.5	4.9	0.7	11.7	1.0	1.2	89.8	0.4	1577	·
Cc1ccc(-c2csc(NC(=O)c3ccno3)n2)cc1	·	-1.2	-1.9	-2.0	1.7	-6.0	0.1	98.5	-34.3	1517	0.000883
O=C(c1cccs1)N1CCN(S(=O)(=O)N2CCOCC2)CC1	-10.0	-7.7	-5.9	5.5	-0.1	10.3	-0.6	101.2	-2.0	1642	0.227
Cc1sc(NC(=O)C2CCCCC2C(=O)O)c(C(N)=O)c1-c1ccc(C(C)C)cc1 (configuration not stated)	·	-6.2	-1.3	14.3	4.8	-3.3	1.1	104.3	-6.0	1605	·
Cn1cc(SCC(=O)NCc2ccc3c(c2)OCO3)c2ccccc21	12.0	8.6	5.1	4.6	-4.1	5.6	2.9	103.5	1.7	1622	·
CCCCCCn1c(CN2CCN(C(=O)c3ccco3)CC2)nc2c1c(=O)n(C)c(=O)n2C	-20.4	0.1	-0.3	8.3	2.5	0.8	0.8	98.1	5.7	1441	·
O=C(Cc1ccccc1)NNC(=O)Nc1ccc(Cl)c(Cl)c1	8.5	13.1	-2.2	-0.7	1.7	2.4	2.4	106.4	-2.3	1509	-0.187
Cc1nnc(SCC(N)=O)n1CC1CCCO1 (configuration not stated)	-11.0	-16.8	8.2	3.2	1.6	4.4	2.3	100.3	-5.5	1552	-0.441
Cc1nc(Oc2ccc(S(=O)(=O)N3CCOCC3)cc2Cl)c2c3c(sc2n1)CCCC3	0.2	-2.6	1.5	2.7	-4.1	4.2	5.0	103.6	-7.7	1630	-0.922
Cc1cc([N+](=O)[O-])nn1CCCC(=O)NC1CCCCC1	-5.8	-4.2	1.5	8.4	6.0	-3.7	1.1	99.6	-1.2	1675	0.845
Fc1ccc(COc2ccc(/C=N/n3cnnc3)cc2)cc1	-10.3	2.3	12.5	5.6	17.0	11.1	0.0	86.9	8.3	1697	0.0598
O=C(Nc1nnc(-c2ccco2)s1)C1CC1	-27.3	-0.1	5.9	11.6	12.0	8.3	2.1	91.7	-27.8	1767	-0.197
O=C1/C(=C\c2ccco2)NC(=S)N1c1ccccc1	0.6	14.1	8.4	7.4	6.6	5.0	2.1	98.1	-12.7	1699	-0.251
Cc1ccc2c(C)cc[n+](CCCS(=O)(=O)[O-])c2c1	4.8	-1.1	2.8	4.6	0.6	0.0	1.6	98.8	8.7	1773	-0.067
CS(=O)(=O)Nc1ccc(C(=O)Nc2ccc(S(=O)(=O)N3CCCC3)cc2)cc1	-10.1	-1.7	-2.0	9.1	21.5	3.3	2.6	87.0	6.6	1992*	0.017
Cc1ccc(N(CC(=O)N2CCc3ccccc32)S(=O)(=O)c2cccs2)cc1	·	-11.9	1.6	-0.8	-18.7	-1.2	0.9	112.6	-1.8	1338	0.283
N#CCn1c(CCl)nc2ccccc2c1=O	-5.1	-7.7	1.8	3.7	1.7	-8.0	3.4	105.5	-1.4	1487	-0.0474
CCOc1cc(NC(=S)Nc2cccc(OC)c2)c(OCC)cc1NC(=O)C1CC1	·	2.9	-1.4	-2.7	-0.8	-1.8	5.6	105.4	10.4	1465	·
Cc1cn2c(-c3ccc(Cl)cc3)nnc2s1	-5.9	-16.8	-3.6	3.0	9.2	6.7	1.3	96.7	-0.9	1522	·
COc1ccccc1-c1cc(C(=O)N2CCN(c3ccccc3OC)CC2)no1	-43.8	-3.2	1.1	8.8	20.3	9.9	-0.6	84.5	-3.3	1577	3.27*
Cc1ccc(NC(=O)c2nc[nH]c2C(=O)N2CCCCC2)c(C(=O)c2ccccc2)c1	6.5	-7.9	2.5	12.4	7.0	7.8	0.5	98.1	5.6	1672	·
COc1ccc(C2C(C(=O)N3CCOCC3)=C(C)NC3=C2C(=O)CC(C)(C)C3)c(OC)c1 (configuration not stated)	-11.0	-1.4	5.8	6.2	8.4	6.3	0.0	100.3	3.0	1494	0.613
CS(=O)(=O)N(Cc1ccccc1)c1ccc(C(=O)NCCSc2ccccn2)cc1	10.7	10.3	-0.9	-2.3	-1.7	-1.6	-0.5	99.3	0.2	1559	1.12
O=[N+]([O-])c1cccc(/C=N/Nc2cc(Cl)nc(-c3ccccc3)n2)c1	·	4.5	-14.2	1.8	24.8	-0.8	1.3	88.0	-4.5	1576	·
COc1cccc(C2NC(=O)NC(C)=C2C(=O)Nc2cc(OC)ccc2OC)c1 (configuration not stated)	14.2	-0.2	-10.5	2.2	5.9	11.0	3.4	98.2	5.0	1407	·
COc1ccc(/C=C/C(=O)OCC(=O)NCC2CCCO2)cc1 (configuration not stated)	14.1	-3.7	3.3	9.5	-4.2	-6.4	0.7	105.9	5.3	1611	-0.16
Cc1noc(C)c1CSc1nc2ccccc2c(=O)n1-c1ccccc1	7.3	-10.7	-10.0	-6.1	6.8	-2.0	4.3	96.4	-0.8	1489	2.95
O=C(CCCN1C(=O)c2ccccc2C1=O)Nc1nnc(C2CC2)s1	1.7	12.5	3.7	6.5	-2.0	6.9	0.4	106.1	5.1	1665	0.47
Cc1c(C(=O)N/N=C/c2ccc(N(C)C)cc2)[nH]c2ccc(Cl)cc12	-6.8	12.8	2.4	8.3	-14.7	-1.3	5.4	117.4	-6.8	1680	1.11
CCOC(=O)c1cc(S(=O)(=O)N2CCN(C(=O)OCC)CC2)cn1C	26.2	-13.5	-5.1	11.3	16.7	6.4	0.1	89.2	5.4	1541	·
CCOC(=O)c1c(NC(=S)NC)sc2c1CC(C)(C)SC2	-1.3	-1.0	4.2	3.5	-8.4	6.7	3.6	106.8	-2.5	1738	·
Cc1ccccc1-c1nsc(SCC(=O)NCc2ccc3c(c2)OCO3)n1	7.0	-0.9	-1.9	-3.1	-1.8	-1.5	4.7	103.4	-3.7	1524	·
CCN(CC)C(=O)Oc1ccc2c(=O)c(-c3ccc(OC)cc3)c(C)oc2c1	13.4	4.2	2.5	3.2	12.3	7.8	1.4	91.4	-7.2	1477	-0.76
NC(=S)NN=C1C2CC3CC(C2)CC1C3	-19.5	-14.6	3.7	-2.5	8.4	0.1	0.1	99.3	-9.8	1762	-0.232
Cc1c(NS(=O)(=O)c2ccc3c(c2)Cc2ccccc2-3)c(=O)n(-c2ccccc2)n1C	-9.1	-2.5	-3.8	4.9	1.4	-1.8	-0.1	103.9	-3.1	1643	-1.14
C=CCN1C(=O)C(CC(=O)O)SC1=Nc1c(C)n(C)n(-c2ccccc2)c1=O (configuration not stated)	-16.9	-7.4	-2.8	1.4	-6.0	-8.5	0.0	103.6	6.1	1336	0.556
CCn1c(SCC(=O)Nc2ccccc2N2CCOCC2)nnc1-c1ccccc1	-5.5	9.0	0.1	5.0	3.3	12.9	-0.3	99.8	2.4	1518	·
CC(C)Oc1ccccc1/C=N/NC(=O)c1ccc(F)cc1	5.6	-3.7	-3.7	-4.7	2.2	0.3	3.1	97.0	-2.2	1525	-0.172
O=C(N/N=C/c1cccnc1)c1ccccc1OCc1cccc(Br)c1	1.0	7.5	2.5	0.5	1.1	8.1	4.4	103.3	-6.5	1632	-0.0228
COc1ccc(OC)c(-c2nc(C(N)=O)c3[nH]c(=O)n(-c4ccc(F)cc4)c3n2)c1	-6.6	7.6	10.9	10.8	-3.9	9.9	4.3	107.1	-6.5	1665	·
O=S(=O)(Nc1ccc(Oc2ncccn2)c(Cl)c1)c1ccc(F)cc1	·	-9.4	-10.2	-2.7	5.8	-2.2	0.8	101.0	6.2	1451	-0.444
CC(C)C(NC(=O)CSc1ccc(Cl)cc1)C(C)C	·	-5.2	5.8	6.7	-0.5	2.6	-0.1	105.4	4.4	1524	-0.178
O=C(CSc1ccc2nnc(-c3ccc(F)cc3)n2n1)N1CCOCC1	-15.4	-11.1	8.0	-4.2	9.7	-0.3	·	96.3	0.9	1500	·
O=c1oc2ccccc2n1CCCCCn1c(=O)oc2ccccc21	-14.5	-3.8	1.8	-2.3	-0.2	-13.9	0.5	102.7	0.0	1387	0.0492
COc1ccc(NC(=O)CC2C(=O)N(C)C(=S)N2CCc2ccccc2)cc1 (configuration not stated)	1.3	-5.7	2.1	1.3	-10.6	2.7	0.7	109.9	0.1	1410	-1.39
Cc1ccc(NC(=O)C(OC(=O)c2ccc(NC(N)=O)cc2)c2ccccc2)cc1Cl (configuration not stated)	-5.2	1.9	0.2	6.1	2.1	9.0	1.7	100.8	-12.2	1750	·
CCOC(=O)c1c(OCC)[nH]c2ccc(O)cc12	·	-2.7	-4.7	-5.4	10.6	1.6	1.6	97.1	1.3	1409	0.343
COCCN(Cc1cc2cc3c(cc2nc1Cl)OCO3)C(=O)Nc1ccc(F)cc1	·	2.8	0.3	3.8	31.5	4.0	1.6	81.3	17.1	1587	·
CCn1c(N)c(C(=O)Nc2ccccc2C(=O)OC)sc1=S	38.8	-3.7	-18.2	-3.5	6.1	2.1	6.5	101.3	2.8	1541	-0.432
CCOC(=O)Cc1csc(NC(=O)C(NC(=O)C2CCCCC2)C(C)C)n1 (configuration not stated)	-6.6	1.8	2.2	1.9	-0.5	3.2	2.0	102.2	-1.4	1595	-0.0236
O=c1cc(-c2ccc([N+](=O)[O-])cc2)c2cc3c(cc2[nH]1)OCCO3	9.1	2.0	-2.2	-4.0	8.1	0.6	1.4	99.5	1.3	1610	0.561

Rows are unselected; about 5.6% have a hit in one of these screens.
